Compound activity as filed in PubChem.
Dicer inh: inhibitors of Dicer pre-microRNA processing, primary screen, biochemical, cat-ELCCA, chemiluminescence | Endoribonuclease Dicer (Homo sapiens), Q9UPY3 | cat-ELCCA pre-miR-21 Dicer processing; hits give high values | z-score at 25 µM | 47,000 tested, 6% active; in the data active = z-score above about 3, passing the limit was not always enough;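 note: plate controls were vehicle for no effect and no enzyme for full effect; higher signal means more uncleaved substrate so more Dicer inhibition; strong numbers were not always called active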
The depositor's hits bear a star. A portion of the library, so the mix of outcomes need not match the whole.

The opening two entries, ahead of the listing:
SMILES	Dicer inh
CC(C)(C)OC(=O)NC1CCN(C(=O)c2cccs2)CC1	-1.3
CCOC(=O)C(C)Oc1ccc(C)c(NC(=O)c2ccc(Cl)cc2[N+](=O)[O-])c1 (stereo not drawn)	1.1

This part in full, repeating the preview:
SMILES	Dicer inh
CC(C)(C)OC(=O)NC1CCN(C(=O)c2cccs2)CC1	-1.3
CCOC(=O)C(C)Oc1ccc(C)c(NC(=O)c2ccc(Cl)cc2[N+](=O)[O-])c1 (stereo not drawn)	1.1
CC(C)N(CCC#N)C(=O)Nc1ccc2c(c1)CCO2	0.86
O=C(NC(=O)N1CCc2c([nH]c3ccccc23)C1C(F)(F)F)c1ccccc1 (stereo not drawn)	7.5*
CCOC(=O)C(NC(=O)c1ccco1)(Nc1ccccn1)C(F)(F)F (stereo not drawn)	1.7
COc1ccc2sc(C)[n+](CCC(=O)O)c2c1	-6.3
Cc1nn(C)c(Oc2ccc(F)cc2)c1[N+](=O)[O-]	-2.6
Cc1nc(-c2nnc(-c3ccccc3)o2)c(C(F)(F)F)o1	-0.49
Cc1nc(-c2c(C(=O)NNC(=O)Nc3cccc(Cl)c3)noc2C)cs1	2.9
Cc1nnc(N2C(=O)c3oc4ccccc4c(=O)c3C2c2cccc(OCc3ccccc3)c2)s1 (stereo not drawn)	-0.16
CCOc1ccc2oc(C)c(C(=O)O)c2c1	2.5
O=C(NCCNS(=O)(=O)c1ccccc1)N1CCOCC1	-0.89
CC(=O)N1CCc2cc(Br)cc([N+](=O)[O-])c21	-1.1
C=CCN(CC=C)C(=O)c1cc(-c2ccccc2)nc2ccccc12	-1.5
O=c1cc(-c2ccc(Cl)cc2)[nH]n1-c1nc2ccccc2[nH]1	-0.31
O=[N+]([O-])c1cnc(Sc2ccccc2)c(C(F)(F)F)c1	-5.2
CCC(=O)N1c2ccccc2NC2=C(C(=O)CC(C)(C)C2)C1c1ccc2c(c1)OCO2 (stereo not drawn)	1.8
N#C/C(=C\c1cccc2ccccc12)C(N)=O	-2.3
Cc1cc(C)c2c(c1)C(=O)C(c1cc(=O)c3ccccc3[nH]1)C2=O (stereo not drawn)	1.9
O=C(CCCSc1nc(-c2ccco2)cc(C(F)(F)F)n1)NCc1cccnc1	0.73
CCOC(=O)C1=C(C)OC(N)=C(C#N)C1c1ccc2c(c1)CCO2 (stereo not drawn)	-1.5
CCC(C)NC(=O)c1nn2c(c1Cl)NC(c1ccc(Br)cc1)CC2C(F)(F)F (stereo not drawn)	-0.76
CC(C)Cc1nnc(NS(=O)(=O)c2ccccc2)s1	1.6
O=c1c2c3c(sc2[nH]c(=S)n1-c1ccc(Cl)cc1Cl)CCCC3	1.2
Cc1[nH]nc(Nc2ccc(C(=O)O)cc2)c1[N+](=O)[O-]	-0.33
Cn1nc(-c2ccccc2)cc1NC(=O)Nc1ccc(C(C)(C)C)cc1	1
O=C1CC(c2ccccc2)CC2=C1C(c1ccncc1)Nc1ccccc1N2 (stereo not drawn)	-0.94
O=S(=O)(c1ccc2c(c1)Cc1cc(S(=O)(=O)N3CCOCC3)ccc1-2)N1CCOCC1	-0.46
CCCn1c(=O)c(C#N)cn(-c2ccccc2C)c1=O	-0.38
CCn1c2c(c(=O)[nH]c1=O)C(c1ccc(F)cc1)C1=C(N2)c2ccccc2C1=O (stereo not drawn)	-2.3
CCN(CC)CCn1c2ccc(C)cc2c2nc3ccccc3nc21	0.68
O=C1CSCC(=O)N1c1ccccc1N1CCOCC1	-1.1
COc1ccc(C2OCC3(COC(C)=O)C(C)C=C(C)C2C3C)cc1 (stereo not drawn)	1.2
COc1cccc(/C=N/n2nnc3sc(-c4ccccc4)cc3c2=O)c1	-3.9
Nc1c(Cl)cc(C(=O)Nc2cc(Cl)cc(Cl)c2)cc1Cl	-0.38
O=c1c(-c2ccc3c(c2)OCCO3)coc2cc(O)cc(O)c12	2.5
CCCCC(=O)Oc1cc2c(C(=O)OCC)c(C)n(C)c2c2ccccc12	0.25
O=C(c1ccco1)N1CCN(c2ccc(F)cc2)CC1	0.34
O=C(CCCc1c[nH]c2ccccc12)OCC(=O)c1ccc(Br)cc1	0.52
Nc1ccc(Br)cc1C(O)c1ccccc1Cl (stereo not drawn)	-0.24
Cc1cc(C(=O)N/N=C/c2ccc([N+](=O)[O-])s2)nn1-c1c(Cl)cc(Cl)cc1Cl	0.12
O=C(C1=C(O)C(=O)N(c2nncs2)C1c1ccccc1F)c1cccs1 (stereo not drawn)	1.2
C/C(=N/NC(=S)NC1CCCCC1)c1sc(-c2cccs2)nc1C	-1
COC(=O)c1sc(SC)nc1N	-0.25
CCc1cc(C(=O)Cc2csc(C)n2)c(O)cc1O	0
Cc1ccc(NS(=O)(=O)c2ccc(-c3csc(C)n3)s2)c(C)c1	0.09
C=C1c2ccccc2C(=O)N1c1cc(Cl)cc(Cl)c1	0.9
CCNC(=S)Nc1ccc(C(C)(C)C)cc1	0.04
CC(C)(C)c1nc2scc(-c3ccc(Cl)cc3)n2n1	0.29
Cc1ccc2[nH]c(C(F)(F)F)cc(=O)c2c1	-0.01
CCCCOC(=O)Nc1nc2ccc(C)cc2s1	2.3
Cc1ccc(C2/C(=C(\O)c3ccc(Cl)cc3)C(=O)C(=O)N2CCCN2CCOCC2)cc1 (stereo not drawn)	0.63
CN1CCN2c3ccccc3Cc3ccccc3C2C1 (stereo not drawn)	-0.38
COC(=O)Nc1ccc(S(=O)(=O)Nc2ncccn2)cc1	0.43
O=C(O)C1C2CCC(O2)C1C(=O)N1CCN(c2ccc(F)cc2)CC1 (stereo not drawn)	0.24
Oc1ccccc1C=NCC1CCC(CN=Cc2ccccc2O)CC1 (stereo not drawn)	-0.73
O=C1C2C(c3ccccc3)OC3(C(=O)c4ccccc4C3=O)C2C(=O)N1c1ccc(Cl)cc1 (stereo not drawn)	0.34
O=C1c2nccnc2C(=O)N1c1cc(Cl)c(-n2cccc2)cc1Cl	1.3
CC(C)(C)c1ccc(CCC(CC(=O)O)CC(=O)O)cc1	1.9
Cc1c(C)c(C)c(CO/N=C/c2cccs2)c(C)c1C	0.1
Carrying on:
SMILES	Dicer inh
Cc1ccc(C2c3c(oc4ccccc4c3=O)C(=O)N2c2nnc(C(C)C)s2)cc1 (stereo not drawn)	-0.21
CSc1nc(N)n(-c2cc(C(F)(F)F)cc(C)n2)n1	1.2
NC1=NC(c2ccc(O)c(O)c2)n2c(nc3ccccc32)N1 (stereo not drawn)	2.6
COC(=O)c1ccc(C(=O)OC)c(NC2=NS(=O)(=O)c3ccccc32)c1	0.42
O=C(NC(=O)c1cnn2c(C(F)(F)F)cc(C(F)(F)F)nc12)Nc1ccc(Cl)cc1	0.4
CCOc1ccc(C2C(C(=O)OC(C)C)C(=O)CC(C)(O)C2C(=O)OC(C)C)cc1 (stereo not drawn)	0.27
CCOC(=O)c1cc2c(C)nccn2c1	0.24
CC(=O)Nc1ccc(C2NC(=O)CCC2[N+](=O)[O-])cc1 (stereo not drawn)	-0.78
CC(C)n1c(Sc2c([N+](=O)[O-])ncn2C)nc2cc(Cl)ccc21	-1.1
Cc1cc(OCc2ccccc2)ccc1[N+](=O)[O-]	-0.43
O=C(CSc1nc2c(c(C(F)(F)F)n1)CCc1ccccc1-2)NCCCn1ccnc1	1
CC(=O)OCc1ccccc1Sc1ccc([N+](=O)[O-])cc1C(=O)O	-1.2
N#CCSc1ccc(OC(F)(F)F)cc1	6.3
O=C1CS/C(=N/N=C/c2ccn[nH]2)N1	-0.26
CCOC(=O)Cc1[nH]nc2c1C(c1ccc(F)c(Oc3ccccc3)c1)C(C#N)=C(N)O2 (stereo not drawn)	-1.9
Cc1ccsc1C1NC(=O)c2c(sc3c2CCCC3)N1 (stereo not drawn)	-0.62
C[N+](C)(C)CCOP(=O)(O)OP(=O)([O-])OC[C@H]1O[C@@H](n2ccc(N)nc2=O)C(O)[C@H]1O (stereo partly drawn)	-0.36
C[C@@H]1C(=O)NC2=Nc3cccc(Cl)c3CN21	-0.39
N#Cc1ccc(NS(=O)(=O)c2ccc3ccccc3c2)cc1	1.7
O=C1NNC(c2ccccc2)=N/C1=C\c1ccccc1Cl	-5.1

7 entries from above, as a markdown table:
| structure | Dicer inh |
| --- | --- |
| O=c1cc(-c2ccc(Cl)cc2)[nH]n1-c1nc2ccccc2[nH]1 | -0.31 |
| O=[N+]([O-])c1cnc(Sc2ccccc2)c(C(F)(F)F)c1 | -5.2 |
| CCC(=O)N1c2ccccc2NC2=C(C(=O)CC(C)(C)C2)C1c1ccc2c(c1)OCO2 (stereo not drawn) | 1.8 |
| N#C/C(=C\c1cccc2ccccc12)C(N)=O | -2.3 |
| Cc1cc(C)c2c(c1)C(=O)C(c1cc(=O)c3ccccc3[nH]1)C2=O (stereo not drawn) | 1.9 |
| O=C(CCCSc1nc(-c2ccco2)cc(C(F)(F)F)n1)NCc1cccnc1 | 0.73 |
| CCOC(=O)C1=C(C)OC(N)=C(C#N)C1c1ccc2c(c1)CCO2 (stereo not drawn) | -1.5 |

An excerpt of these results, with each value named.
CC(C)(C)OC(=O)NC1CCN(C(=O)c2cccs2)CC1
  Dicer inh = -1.3
CCn1c2c(c(=O)[nH]c1=O)C(c1ccc(F)cc1)C1=C(N2)c2ccccc2C1=O (stereo not drawn)
  Dicer inh = -2.3
CCc1cc(C(=O)Cc2csc(C)n2)c(O)cc1O
  Dicer inh = 0
COC(=O)Nc1ccc(S(=O)(=O)Nc2ncccn2)cc1
  Dicer inh = 0.43

Further records follow.
SMILES	Dicer inh
Cc1cc(C)[n+](C)n1-c1ccccc1	1.1
O=C1CC2(CCCC2)CC(=O)N1CCCCN1CCN(c2ncccn2)CC1	-0.29
C=CC(=O)N1CN(C(=O)C=C)CN(C(=O)C=C)C1	-0.7
CC1=C(C(=O)Nc2ccc(C)cn2)C(c2ccc3c(c2)OCO3)C2=C(CCCC2=O)N1 (stereo not drawn)	1.2
CCc1c(C)[nH]c2c1C(=O)C(CN1CCOCC1)CC2 (stereo not drawn)	0.33
CC(C)(C)OC(=O)NCCNc1ccc(C(F)(F)F)cc1[N+](=O)[O-]	-1.7
Cc1[nH]c2ccccc2c1C(=O)CSc1nnc(-c2ccco2)n1C	2.9
CCOC(=O)C(NC(C)=O)(OCc1ccc(F)cc1)C(F)(F)F (stereo not drawn)	0.43
Cn1ncc2c(O/N=C(\N)c3ccc(C(F)(F)F)cc3)ncnc21	-0.18
Cc1cccn2cc(-c3cccc(S(=O)(=O)N4CC(C)CC(C)C4)c3)nc12 (stereo not drawn)	0.16
FC(F)(F)c1cc(-c2nnc(N3CCCC3)o2)cc(C(F)(F)F)c1	-0.81
Cc1ccc(Cl)cc1N1C(=O)c2cccnc2C1=O	12
CN(C)C(=S)Nc1cccc2ccccc12	-3.1
NNC(=O)c1ccc(CNC(=O)C(Cl)Cl)cc1	-1.3
O=C(Nc1ccc(N2CCN(c3ccc(C(F)(F)F)cn3)CC2)nc1)c1ccc(Cl)cc1	1
CCc1ccc(NC(=S)NNS(=O)(=O)c2ccc(C)cc2)cc1	-0.96
CCCN(CCC)C(=O)c1cccc2c1-c1ccccc1C2=O	-1.2
CC1=C(C(N)=O)C(c2ccncc2)n2nc(CCCO)nc2N1 (stereo not drawn)	0.69
CCN(CC)S(=O)(=O)c1ccc(NC2=NS(=O)(=O)c3ccccc32)cc1	-1.3
C=C(C)Cn1c(CN(C)Cc2ccccc2)nc2c1c(=O)n(C)c(=O)n2C	-1.1
CC(=O)OCC12COC(c3ccc4c(c3)OCO4)C(C(C)=CC1C)C2C (stereo not drawn)	-1.3
CSc1n[nH]c(-c2ccc(Cl)cc2)c1SC(=O)N(C)C	-6
O=C(Nc1cccc2cccnc12)c1ccc([N+](=O)[O-])o1	-1.9
COc1ccc(-c2cc(=O)c3ccc(OC)cc3o2)cc1	-0.3
COC(=O)c1sc(-c2ccc(Cl)cc2)cc1NC(=O)C(F)(F)F	0.16
CN(C)CCSC(=S)NC1CCCCCCC1	0.51
CSC(=CC(=O)c1nccs1)SC	8.7
COC(OC)C(C)NC(=O)NC(=O)c1c(F)cccc1F (stereo not drawn)	-0.55
O=S(=O)(Nc1ncccn1)c1ccc(F)cc1	-1.4
CC1CCN(S(=O)(=O)c2ccc(Cl)cc2)CC1	0.44
Cc1cc(C)nc(NC(=S)c2ccc(NC(=O)/C=C/C(=O)O)cc2)n1	-0.64
CCOC(=O)COc1ccc2c(c1)OC(C)(C)CC2=O	-1.5
COc1ccc(/C(O)=C2\C(=O)C(=O)N(Cc3cccnc3)C2c2ccc(O)c(OC)c2)cc1 (stereo not drawn)	1.7
Cc1nn(-c2ccccc2)c2[nH]c(=O)c(C#N)c(-c3ccc(Cl)cc3)c12	-0.79
COc1ccc(OC)c(CNc2ncc(-c3ccc(Br)cc3)n2C)c1	0.64
Cn1nc(C2CC2)cc1NC(=O)Nc1csc2ccccc12	-1.3
COc1cccc(NC(=O)NCCN2CCN=C2C)c1	-0.02
COc1cccc(N2C(=O)CC(c3c[nH]c4ccccc34)C2=O)c1 (stereo not drawn)	-0.28
COC(=O)CC(=O)NC(CSC(=O)Nc1ccc(OC(F)(F)F)cc1)C(=O)OC (stereo not drawn)	-0.48
Cc1ccc(-c2csc(NC(=O)C3C4C=CC(O4)C3C(=O)O)n2)cc1 (stereo not drawn)	-1.1
COc1ccc(-c2[nH]ncc2/C=N/Nc2cnc3ccccc3n2)cc1	-0.67
Cc1csc2sc(C(=O)CC(=O)C(F)(F)F)c(C)c12	-0.28
CC1CN(S(=O)(=O)c2cccc(-c3cn4ccccc4n3)c2)CC(C)O1 (stereo not drawn)	-0.73
COc1ccc(-c2cn3c4ccccc4nc3n2CCCN2CCOCC2)cc1	3.6*
NC(=O)c1c(NC(=O)CSc2ccc(Cl)cc2)sc2c1CCCC2	-1.4
O=C1/C(=C/c2cccc(Cl)c2)CSc2sccc21	-0.3
CC(C)(C)c1ccc(OC(=O)c2ccco2)cc1	0.7
CCC1=C(OC(=O)c2ccccc2)C(C)(C)C(c2ccccc2)OC1=O (stereo not drawn)	0.02
O=C(NNC(=O)C(F)(F)Sc1ccccc1)c1ccsc1	-0.09
Cc1nn(Cc2nnc(SCc3c(Cl)cccc3Cl)o2)c(C)c1Br	2.5
Nc1ncnc(SCc2c(Cl)cccc2Cl)n1	-0.26
